MazF activator = activators of E. coli MazEF toxin-antitoxin RNase, primary screen, biochemical, fluorescence, uHTS. FAM/BHQ RNA-DNA oligo cleavage fluorescence, 5 h. activation, % at 20 µM. 350,000 compounds, 0.32% hits. Endoribonuclease toxin MazF (Escherichia coli (strain K12)), P0AE70; in the data active = activation above about 50%
Target sequence (P0AE70 whole entry, looked up): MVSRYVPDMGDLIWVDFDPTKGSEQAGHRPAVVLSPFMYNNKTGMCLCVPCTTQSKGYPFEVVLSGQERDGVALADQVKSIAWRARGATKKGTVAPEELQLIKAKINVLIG
Anthrax LF inh2 = Bacillus anthracis LF protease inhibitors, primary screen, biochemical, multiplex microsphere, MLPCN library. multiplex microsphere protease cleavage assay. inhibition, % at 10 µM. 360,000 compounds, 0.12% hits; also: plate controls were buffer without enzyme for full effect and enzyme alone for no effect
SSB-PriA inh = inhibitors of Klebsiella pneumoniae PriA binding to SSB C-terminal tail, primary screen, biochemical, AlphaScreen | AlphaScreen SSBct-PriA binding, biotinylated peptide | inhibition, % at 33 µM | PriA–SSB C-terminal tail interaction (Klebsiella pneumoniae) | 430,000 compounds, 0.6% hits; in the data active = inhibition mostly above about 37%, no sharp cut-off; inactive = mostly below about 20%;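 also: plate controls were negative control peptide for no effect and reference peptide for full effect; strong numbers were not always called active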
3CLpro inhibitor = SARS-CoV 3CLpro protease inhibitors, primary screen, biochemical, quenched FRET | inhibition, % at 6 µM | recombinant SARS-CoV 3CLpro, quenched FRET peptide cleavage | 290,000 compounds, 0.14% hits | AID 1706, 2009; in the data active = inhibition above about 12%
Rv3671c protease = Rv3671c serine protease inhibitors, primary screen, biochemical, fluorescence polarization, M. tuberculosis H37Rv | inhibition, % at 5.96 µM | P9WHR9 | 320,000 compounds, 0.048% hits; in the data active = inhibition above about 38%;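 also: extracellular domain of Rv3671c used as enzyme; 0% = enzyme with DMSO and 100% = no enzyme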
Target sequence (P9WHR9 whole entry, looked up, the tested form may be a part): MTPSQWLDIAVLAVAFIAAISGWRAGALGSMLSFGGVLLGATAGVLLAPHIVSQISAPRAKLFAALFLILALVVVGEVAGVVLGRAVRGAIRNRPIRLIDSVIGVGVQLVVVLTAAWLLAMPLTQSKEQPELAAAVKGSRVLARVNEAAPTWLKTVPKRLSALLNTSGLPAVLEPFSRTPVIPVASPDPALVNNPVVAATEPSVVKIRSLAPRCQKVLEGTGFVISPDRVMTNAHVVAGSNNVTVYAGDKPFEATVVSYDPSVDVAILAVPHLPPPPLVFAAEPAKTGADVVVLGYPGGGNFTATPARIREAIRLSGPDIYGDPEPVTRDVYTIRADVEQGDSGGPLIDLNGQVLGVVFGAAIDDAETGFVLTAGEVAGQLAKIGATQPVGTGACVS
BoNT A protease = BoNT/A light chain protease inhibitors, primary screen, biochemical, flow cytometry, MLPCN library; AID 588499, 2011; Botulinum neurotoxin type A light chain protease (Clostridium botulinum A str. ATCC 3502); inhibition, % at 10 µM; multiplex microsphere protease substrate cleavage; 360,000 compounds, 0.17% hits; also: plate controls were buffer without enzyme for full effect and enzyme alone for no effect
DUSP3 inh = VHR1 phosphatase inhibitors, primary screen, biochemical, absorbance, uHTS. Dual specificity protein phosphatase 3 (Homo sapiens), P51452. recombinant VHR phosphatase, pNPP absorbance. inhibition, % at 13.3 µM. 290,000 compounds, 0.52% hits; in the data active = inhibition above about 50%; also: some compounds called inactive have numbers as strong as hits
Target sequence (P51452 whole entry, looked up): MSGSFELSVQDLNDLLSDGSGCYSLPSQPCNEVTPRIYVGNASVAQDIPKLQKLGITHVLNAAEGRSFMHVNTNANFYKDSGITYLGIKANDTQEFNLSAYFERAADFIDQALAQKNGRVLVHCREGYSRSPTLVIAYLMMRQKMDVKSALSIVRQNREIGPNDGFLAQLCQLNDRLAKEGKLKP
BoNT-F LC inh = BoNT/F light chain protease inhibitors, primary screen, biochemical, flow cytometry, MLPCN library; Multiplex microsphere protease cleavage assay; inhibition, % at 10 µM; 360,000 compounds, 0.22% hits; Botulinum neurotoxin type F light chain protease (Clostridium botulinum); in the data active = inhibition above about 35%, passing the limit was not always enough; inconclusive = no clear call, values can overlap the other calls; also: plate controls were buffer without enzyme for full effect and enzyme alone for no effect
CCHF vOTU inh = CCHFV vOTU protease inhibitors, primary screen, biochemical, Pep-AMC substrate, fluorescence; Crimean-Congo hemorrhagic fever virus L polyprotein viral ovarian tumor (vOTU) protease …; inhibition, % at 11.5 µM; 370,000 compounds, 0.55% hits; AID 651958, 2012; in the data active = inhibition above about 30%; also: 0% = vehicle wells with enzyme and 100% = no enzyme wells
PrPC surface inh = inhibitors of human cell surface prion protein PrPC, primary screen, cell-based, TR-FRET; Major prion protein (Homo sapiens), P04156; inhibition, % at 13.8 µM; TR-FRET read-out; 370,000 compounds, 0.43% hits; in the data active = inhibition above about 24%; also: 0% = median of the test wells and 100% = reference compound wells
* = called active by the depositor; ? = inconclusive; / = no result given; & = joins results of further samples. Rule as the data show it, unless noted: active = inhibition above about 30%; inconclusive = no clear call, values can overlap the other calls; inactive = below that. These rows are one share of the data. The share of hits here may be higher or lower than overall.

Second line of a record: 3CLpro inhibitor	SSB-PriA inh	PrPC surface inh	BoNT A protease	BoNT-F LC inh	Rv3671c protease	Anthrax LF inh2	DUSP3 inh	CCHF vOTU inh	MazF activator
- FC(F)(F)C1=CC(c2ccc(Br)cc2)=NCCN1
    0	13	-6	-0.8	-3	-3	6	32	11	9
- C(=C\c1ccccc1)/CSc1nc2ncccc2[nH]1
    2	-7	14	-67	/	0	-35	-4	13	3
- O=C(Nc1ccc(S(=O)(=O)N2CCCCCC2)cc1)c1c(F)cccc1F
    5	-9	6	1.1	-4	-2	-10	-9	17	7
- COc1cc(C(=S)N2CCCC2)cc(OC)c1OC
    6	6	-2	0.8	0	10	-2	2	-6	3
- COc1ccc(C(=O)OCc2cc(C)ccc2C)cc1S(=O)(=O)N1CCCC1
    /	-15	0	/	/	-16	/	/	11	3
- Nc1nnc(SC2CCCC2)s1
    -2	-19	0	-0.5	-3	-5	0	2	-14	3
- CS(=O)(=O)N1CCc2cc(-c3csc(NC(=O)C(c4ccccc4)c4ccccc4)n3)ccc21
    -4	2	0	-0.5	0	-43	-4	-8	-1	2
- COc1ccc(CCC(=O)OCC(=O)Nc2ccc3[nH]c(=O)[nH]c3c2)cc1
    /	-2	-2	0.9	-3	-1	-2	/	3	-8
- CCOc1cc(C)c(Cl)cc1S(=O)(=O)n1cnc2ccccc21
    4	-7	6	-0.1	-5	0	-13	4	-1	-1
- O=C(/C=C/c1ccc(Cl)cc1Cl)c1ccc[nH]1
    2	2	6	-0.7	-6	-10	3	-8	5	-1
- COc1ccc(S(=O)(=O)N(C)CC(=O)N2CCOCC2)cc1
    -5	-8	-4	-0.2	0	3	1	5	1	-8
- CN(C)c1ccc(C2(O)C(=O)c3ccccc3C2=O)cc1
    1	8	-4	-0.6	2	0	-1	-6	15	6
- CC(C(=O)Nc1cccc([N+](=O)[O-])c1)[n+]1ccccc1 (centres undefined)
    2	-7	1	-0.2	1	15	1	24	-3	3
- COc1ccc(NC(=O)C2CC(=O)NC(Nc3cccc(C)c3)=N2)cc1 (centres undefined)
    -4	-5	6	-0.7	-21	-4	0	4	2	6
- C/C(=C(/CCO)SSCC1CCCO1)N(C=O)Cc1cnc(C)nc1N (centres undefined)
    /	6	11	0.0	-2	-1	-3	/	6	1
- Cc1ccccc1C(=O)NCC(=O)Nc1ccc(C)c(S(=O)(=O)N2CCCCCC2)c1
    -2	-5	-2	-2.0	-5	-9	-1	2	16	3
- COc1ccc(C(=O)N2CCN(c3ccc([N+](=O)[O-])c(-n4nc(C)cc4C)c3)CC2)cc1
    2	7	-17	-0.2	-1	-4	0	-9	22	0
- Cc1ccc(S(=O)(=O)Nc2ccc(C(=O)Nc3ccncc3)cc2)cc1
    -2	1&-9	5	-0.2	-2	-20	-1	0	13	-5
- O=C(CNS(=O)(=O)c1cccc(C(F)(F)F)c1)NC1CCCCCC1
    /	0	-4	0.8	0	-7	0	/	23	6
- CC(=O)c1cc(C#N)c(SCc2ccncc2)nc1C
    1	-11	-51	0.2	0	8	-1	10	11	-8
- CCN1CCN(c2ccc(NC(=O)c3cccc(S(=O)(=O)N4CCCC4)c3)cc2)CC1
    /	-4	-2	-0.6	-18	13	-5	/	0	6
- Nc1nc(CN2CCCCC2)cs1
    -3	1	5	1.4	10	-18	0	7	2	2
- CCN(C(=O)COC(=O)c1oc2ccccc2c1C)c1c(N)n(Cc2ccccc2)c(=O)[nH]c1=O
    /	6	-1	-0.1	8	0	7	/	-4	4
- N=C(N)SCc1ncccc1O
    2	1	/	-0.8	-7	11	4	13	/	-4
- COc1ccc(NS(=O)(=O)c2ccc(NC(=O)c3ccccc3)cc2)nn1
    3	-7	-3	1.4	10	9	1	-2	3	6
- Cc1ccc2nc(C)c(C(=O)N/N=C/c3cccs3)n2c1
    1	/	6	-0.1	-5	2	-2	-5	9	10
- Cc1cc(CNC(=O)[C@H](C)[C@@H]2C[C@@]2(C)[C@@H](NC(=O)OCc2ccccc2)c2ccccc2)nn1C
    3	-5	1	-0.4	-3	-3	6	15	2	-4
- O=C(CN1CCOCC1)Nc1ccc(Oc2ccc(NC(=O)CN3CCOCC3)cc2)cc1
    2	-9	-4	0.0	0	-3	-2	-5	-6	-2
- COc1ccccc1OCC(=O)Nc1ccc(S(=O)(=O)N2CCN(C)CC2)cc1
    4	-19	-7	-0.3	-8	4	10	22	1	-3
- COc1ccc(C(=O)n2nc(-c3ccccc3)nc2SC)cc1
    0	-1	-4	0.0	0	/	1	0	6	10
- O=Nc1nc2ncccn2c1-c1ccccc1
    /	2	-8	-0.3	0	/	1	/	5	-1
- Cc1cccn2c(=O)c3cc(C(=O)NCc4ccccc4)c(=N)n(CCCN4CCOCC4)c3nc12
    /	13	-19	1.1	-8	/	-18	/	-178	-2
- COc1ccccc1-n1cc(C(=O)NCC(=O)N2CCN(c3ccccn3)CC2)c2ccccc2c1=O
    -6	-6	1	0.9	-8	3	-4	25	-8	6
- COc1ccc(NCc2cc3cc(OC)ccc3[nH]c2=O)cc1
    4	3	-13	2.9	-9	-5	-5	21	14	-19
- CC(=O)NC12CC3CC(C)(C1)CC(NC(C)=O)(C3)C2
    0	-9	/	?	4	-6	-2	-5	/	2
- COc1cc(/C=N\Nc2nc(-c3ccc(C)cc3)c(NC(C)=O)s2)ccc1O
    3	/	-6	0.2	2	11	-7	35	-7	21
- CN1CCCN(C(=O)CC2(CC(=O)O)CCCCC2)CC1
    -4	-19	9	1.4	9	-6	2	11	1	0
- CCOC(=O)c1c(=O)n(O)c2ccc(OC)cc2[n+]1[O-]
    -1	-9	-22	0.1	-1	-5	4	33	-7	-52
- Cc1ccn2cc(CSc3ccccc3N)nc2c1
    -1	14	3	0.4	-2	5	2	37	15	1
- Cc1noc(C)c1COC(=O)c1cccc(N(C)C)c1
    -4	0	-1	1.1	2	1	0	30	-16	1
- COc1ccccc1/C=N/NC(=O)c1c(-c2ccccc2)noc1C
    1	/	9	-6.0	-12	-1	-11	10	5	0
- O=C1CN=C(c2ccc(F)cc2)c2oc3ccccc3c2N1
    2	-8	-6	-0.3	-2	0	-8	26	5	-6
- O=[N+]([O-])c1cccc(-c2cc3ccccc3[nH]2)c1
    -1	1	-9	-2.2	-8	-3	0	25	-9	2
- Clc1ccccc1CN1CCN(/N=C/c2ccncc2)CC1
    -1	/	15	-0.5	-1	3	0	4	-1	0
- Cc1ccc(NS(=O)(=O)c2ccc(-c3coc(C)n3)cc2)c(Cl)c1
    /	/	-3	0.3	-4	/	-4	/	0	3
- CCOCCCNCc1cc(Cl)ccc1OCC
    -2	-14	-4	-0.1	-2	4	4	12	0	0
- N#Cc1ccc(Oc2ccc(C(F)(F)F)cc2NC(=O)c2ccc(F)cc2)cc1
    0	-3	-10	2.3	?	-3	-18	10	6	2
- CCN(CC)S(=O)(=O)c1ccc2c(c1)nc(CCC(=O)OCC(=O)Nc1cc(Cl)cc(Cl)c1)n2C
    -1	0	28*	0.7	-2	-31	2	4	0	-5
- O=C(NCc1cccnc1)Nc1ccc2c(c1)OCO2
    3	-5	2	-1.0	-6	11	-4	-11	-8	7
- COc1ccc(C(CCN2CCCC(C)C2)c2c(OC)cc(OC)c3c(C)cc(=O)oc23)cc1 (centres undefined)
    /	-17	-2	0.0	-5	1	-2	-4	-11	18
- Cn1ccc2c(-c3ccc(C(=O)O)cc3)cc3c(c21)C1CCC3O1 (centres undefined)
    /	/	-6	0.2	3	/	3	/	-157	/
- Cc1ccc2c(c1)c1c(n2CC(O)CNC(CO)(CO)CO)CCCC1 (centres undefined)
    -3	12	-2	-0.1	-8	-13	-1	-10	-4	8
- O=C(CNS(=O)(=O)c1ccc(F)c(Cl)c1)N1CCCC1
    -1	-9&0	0	-1.8	-1	-7	24	28	-7	10
- Cc1nn(Cc2cccc(C(N)=O)c2)c(C)c1Br
    -3	-5	2	0.4	2	1	-7	-2	-15	0
- C#CCN(C[C@H]1[C@H](OC(=O)NCc2ccccc2)[C@H](OC(=O)NCc2ccccc2)C[C@@H](C(=O)OC)[C@H]1C(=O)OC)S(=O)(=O)c1ccc(C)cc1
    /	/	-6	0.3	-7	/	0	/	18	2
- CCOc1ccc(-c2cc(C)n3nc(C(N)=O)cc3n2)cc1
    -2	-4	-28	4.4	-6	4	7	37	-56	-3
- CCCN(CC(=O)Nc1ccccc1C)C(=O)Cc1cccs1
    /	-8	-5	0.3	-2	2	-6	/	0	1
- COc1cccc(C(C)N(C)Cc2nc(-c3ccoc3)oc2C)c1 (centres undefined)
    -4	-11	/	-1.0	-4	7	-1	17	/	6
- CCOC(=O)c1c(NC(=O)CN2CCN(S(=O)(=O)c3cc(Cl)ccc3Cl)CC2)sc(C(=O)N(C)C)c1C
    /	-13	-5	-0.5	-10	/	-4	/	6	5
- C#Cc1ccc([C@@H]2C=C(C(=O)Nc3ccccc3)O[C@H](OCC)[C@H]2CCCO)cc1
    4	3	14	-0.8	-5	-1	-5	18	12	1

Next part.
Second line of a record: 3CLpro inhibitor	SSB-PriA inh	PrPC surface inh	BoNT A protease	BoNT-F LC inh	Rv3671c protease	Anthrax LF inh2	DUSP3 inh	CCHF vOTU inh	MazF activator
- Cc1nccn1CCc1nc(N)nc(N)n1
    2	-1	7	0.4	-1	2	-3	-1	-15	-2
- COc1cc(/C=N/NS(=O)(=O)c2ccc(C)c([N+](=O)[O-])c2)cc([N+](=O)[O-])c1O
    5	/	-17	-1.0	-4	9	-13	7	1	12
- COCCN(C(=O)CCc1nnc(CCc2c[nH]c3ccccc23)o1)C(C)C
    2	6	5	-0.8	-1	8	2	22	10	0
- Cc1cccc(Nc2nc(NCc3ccco3)nc(N)c2[N+](=O)[O-])c1
    0	-5	2	-6.2	?	-6	6	-15	-5	3
- Cc1cccc(CCNC(=O)Cn2ncc3c([nH]c4ccc(C)cc43)c2=O)c1
    2	1	1	0.9	1	-2	-3	29	-3	-15
- CCOc1ccc(C(=O)NCCO)cc1
    0	0	-2	0.6	0	5	-1	32	12	0
- C[C@H](CO)N1C[C@H](C)[C@@H](CN(C)C(=O)NC2CCCCC2)Oc2c(cccc2N(C)C)C1=O
    /	9	0	0.1	6	6	2	/	-5	-18
- CN(C(=O)COC(=O)CSc1ccc([N+](=O)[O-])cc1)C1CCS(=O)(=O)C1 (centres undefined)
    /	-3	-12	0.6	10	-1	-2	/	8	2

An excerpt from above in order of length of the SMILES, largest number first.
Second line of a record: 3CLpro inhibitor	SSB-PriA inh	PrPC surface inh	BoNT A protease	BoNT-F LC inh	Rv3671c protease	Anthrax LF inh2	DUSP3 inh	CCHF vOTU inh	MazF activator
- C[C@H](CO)N1C[C@H](C)[C@@H](CN(C)C(=O)NC2CCCCC2)Oc2c(cccc2N(C)C)C1=O
    /	9	0	0.1	6	6	2	/	-5	-18
- CN(C(=O)COC(=O)CSc1ccc([N+](=O)[O-])cc1)C1CCS(=O)(=O)C1 (centres undefined)
    /	-3	-12	0.6	10	-1	-2	/	8	2
- Cc1cccc(CCNC(=O)Cn2ncc3c([nH]c4ccc(C)cc43)c2=O)c1
    2	1	1	0.9	1	-2	-3	29	-3	-15
- COCCN(C(=O)CCc1nnc(CCc2c[nH]c3ccccc23)o1)C(C)C
    2	6	5	-0.8	-1	8	2	22	10	0

High-throughput results (PubChem BioAssay)
